High-throughput results from PubChem BioAssay.
Mtb FBA inh: Mtb fructose-bisphosphate aldolase inhibition; P9WQA3; purified M. tuberculosis FBA, fluorescence read-out; inhibition, % at 1 µM; actives 2.3% (n = 360,000); in the data active means inhibition above about 27%;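 further: 0% = vehicle and 100% = reference inhibitor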
PrPC surface inh: reduces human prion protein on the cell surface | P04156 | cell surface PrPC, TR-FRET read-out | inhibition, % at 13.8 µM | actives 0.43% (n = 370,000) | AID 720596; in the data active means inhibition above about 24%; further: 0% = median of the test wells and 100% = reference compound wells
FadD28 FP inh: M. tuberculosis FadD28 bisubstrate binding inhibition; FadD28 bisubstrate probe binding, fluorescence polarization; inhibition, % at 12.5 µM; actives 0.22% (n = 360,000); in the data active means inhibition above about 8.5%, passing the limit was not always enough; inconclusive means no clear call, values can overlap the other calls
UGM FP inh: inhibitors of M. tuberculosis UDP-galactopyranose mutase | actives 0.06% (n = 320,000) | inhibition, % at 10 µM | purified UGM, fluorescence polarization probe displacement | AID 504406 | P9WIQ1; in the data active means inhibition above about 10%, passing the limit was not always enough; inconclusive means no clear call, values can overlap the other calls
Target sequence (P9WIQ1 whole entry, looked up): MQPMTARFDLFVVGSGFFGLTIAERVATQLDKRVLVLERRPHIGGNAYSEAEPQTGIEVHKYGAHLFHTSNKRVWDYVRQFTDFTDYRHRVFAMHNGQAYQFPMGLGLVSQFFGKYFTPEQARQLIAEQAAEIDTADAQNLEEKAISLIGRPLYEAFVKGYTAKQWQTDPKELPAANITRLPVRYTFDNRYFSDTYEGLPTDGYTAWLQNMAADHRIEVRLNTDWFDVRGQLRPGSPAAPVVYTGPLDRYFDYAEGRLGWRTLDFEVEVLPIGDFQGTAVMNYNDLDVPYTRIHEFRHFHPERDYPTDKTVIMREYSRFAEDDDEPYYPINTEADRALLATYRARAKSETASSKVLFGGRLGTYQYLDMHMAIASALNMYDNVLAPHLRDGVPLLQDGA
Rv3671c inh: inhibits the M. tuberculosis serine protease Rv3671c; P9WHR9; inhibition, % at 5.96 µM; actives 0.048% (n = 320,000); in the data active means inhibition above about 38%;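 further: extracellular domain of Rv3671c used as enzyme; 0% = enzyme with DMSO and 100% = no enzyme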
Target sequence (P9WHR9 whole entry, looked up, the tested form may be a part): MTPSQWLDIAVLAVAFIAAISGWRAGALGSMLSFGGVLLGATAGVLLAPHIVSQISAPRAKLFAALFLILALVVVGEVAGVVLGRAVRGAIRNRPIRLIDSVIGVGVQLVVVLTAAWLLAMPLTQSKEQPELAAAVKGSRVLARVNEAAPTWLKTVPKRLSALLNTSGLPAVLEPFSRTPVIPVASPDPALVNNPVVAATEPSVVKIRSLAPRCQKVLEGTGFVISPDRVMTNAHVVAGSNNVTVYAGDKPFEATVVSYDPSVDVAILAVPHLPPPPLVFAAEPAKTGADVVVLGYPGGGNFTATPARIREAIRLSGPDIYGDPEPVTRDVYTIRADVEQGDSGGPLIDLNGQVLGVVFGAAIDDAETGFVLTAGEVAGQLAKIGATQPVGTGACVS
MazF activator: increases E. coli MazEF RNase cleavage of RNA; FAM/BHQ RNA-DNA oligo cleavage fluorescence, 5 h; activation, % at 20 µM; actives 0.32% (n = 350,000); AID 504720; in the data active means activation above about 50%
Target sequence (P0AE70 whole entry, looked up): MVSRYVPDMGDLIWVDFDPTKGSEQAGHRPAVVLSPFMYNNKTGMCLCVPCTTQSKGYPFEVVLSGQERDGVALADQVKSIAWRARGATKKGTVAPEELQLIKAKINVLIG
GDH-TPI counter: inhibits GDH-TPI coupling enzymes, artifact for Mtb FBA screen | GDH-TPI coupled enzyme counterscreen, NADH absorbance | inhibition, % at 4.8 µM | actives 1.2% (n = 360,000); in the data active means inhibition above about 30%;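 further: 0% = DMSO wells and 100% = wells lacking the enzyme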
BoNT F protease: inhibitors of Botulinum neurotoxin F light chain protease | inhibition, % at 10 µM | actives 0.22% (n = 360,000) | AID 588497 | Multiplex microsphere protease cleavage assay, flow cytometry; in the data active means inhibition above about 35%, passing the limit was not always enough; inconclusive means no clear call, values can overlap the other calls; further: plate controls were buffer without enzyme for full effect and enzyme alone for no effect
BioA inh: BioA (M. tuberculosis) enzyme inhibition; inhibition, % at 9.99 µM; actives 0.096% (n = 360,000); purified M. tuberculosis BioA enzyme, plate reader; AID 602481; in the data active means inhibition above about 40%; inconclusive means no clear call, values can overlap the other calls
Starred values were filed as active, the others as inactive; ? = inconclusive; . = not tested or not shown; & = joins results of further samples.

no. | structure | Mtb FBA inh | PrPC surface inh | FadD28 FP inh | UGM FP inh | Rv3671c inh
1 | CCOC(=O)N1CCN(c2ncnc3nc[nH]c23)CC1 | -1 | -3 | -2.8 | -1.1 | 2
2 | CN(CCNC(=O)c1ccc(CS(=O)(=O)c2ccc(Br)cc2)o1)CCc1ccccc1 | -4 | -10 | -3.4 | 0.6 | -2
3 | CC1=C(C#N)C(NC(=O)C(C)(C)C)(C(F)(F)F)C(=O)N1 (stereo not given) | -3 | -2 | -2.2 | 2.1 | -1
4 | COc1ccc2ccccc2c1CNCc1ccccn1 | 3 | -2 | -3.2 | -1.9 | 0
5 | Cc1cc(Br)cc2c1NC(=O)C2(O)CC(=O)c1ccco1 (stereo not given) | -2 | 4 | -3.1 | -1.5 | 8
6 | O=C(NCc1cccc(C(F)(F)F)c1)C1CC2Cn3c(nc4ccccc43)C2N1Cc1ccccc1 (stereo not given) | 0 | -2 | -2.8 | -0.5 | -9
7 | Cc1ccccc1Nc1nc(N)nc(CSCc2c(C)noc2C)n1 | -2 | -3 | -4.1 | 1.9 | -1
8 | CC(=O)N1c2ccccc2C(C)CC12CCCCC2 (stereo not given) | -4 | 1 | -0.7 | 0.0 | 10

no. | MazF activator | GDH-TPI counter | BoNT F protease | BioA inh
1 | 2 | 10 | -5 | 0.6
2 | 1 | 0 | . | 3.1
3 | 4 | -12 | -4 | -0.6
4 | 2 | -15 | 1 | 1.1
5 | -4 | -2 | -3 | .
6 | 2 | 3 | 3 | 0.1
7 | 5 | 4 | 7 | 0.6
8 | -6 | 2 | 1 | -2.6

(list continues)
no. | structure | Mtb FBA inh | PrPC surface inh | FadD28 FP inh | UGM FP inh | Rv3671c inh
9 | O=C(O)/C=C\C(=O)Nc1ccccc1C#Cc1ccccc1 | 4 | -3 | -2.7 | -0.1 | 10
10 | CC(C)(C)c1ccc(-c2c(C#N)c(N)nc3c2CCCC3)s1 | -5 | -7 | 0.7 | 3.0 | -7
11 | Cc1cc(=O)cc(C)n1-c1ccccc1Br | 0 | 1 | -1.8 | 2.3 | -3
12 | O=C(NNc1c2ccccc2nc2ccccc12)c1ccc(O)cc1O | 5 | -17 | 1.1 | 0.0 | 24
13 | Cc1cc(CNC(=S)Nc2cccc(Cl)c2Cl)nn1C | -1 | -3 | -4.2 | 1.2 | 8
14 | O=C(COc1coc(CN2CCN(c3ccccc3)CC2)cc1=O)N1CCc2ccccc21 | 3 | 0 | -1.8 | -0.2 | -1
15 | O=C(NCc1ccccc1)NC(=O)c1ccccc1 | 1 | 5 | -0.4 | -0.8 | 2
16 | O=C(NCC(=O)N1CCN(c2ccccc2)CC1)c1ccc(Cl)cc1 | 4 | -7 | -2.1 | -2.6 | -8

no. | MazF activator | GDH-TPI counter | BoNT F protease | BioA inh
9 | 0 | 13 | -4 | 9.0
10 | -2 | 19 | 0 | -0.9
11 | 11 | -7 | -9 | -0.3
12 | 3 | 0 | -70 | 2.1
13 | -12 | 4 | 4 | .
14 | -11 | -2 | -13 | 0.1
15 | -3 | 12 | -26 | -1.1
16 | 2 | 2 | -5 | -1.7

More results:
no. | structure | Mtb FBA inh | PrPC surface inh | FadD28 FP inh | UGM FP inh | Rv3671c inh
17 | COC(=O)C1(C#N)C(c2ccccc2)C1(C(=O)OC)C(=O)OC (stereo not given) | 2 | -3 | -2.7 | -0.6 | -13
18 | CCOC(=O)C1=C(CC)Nc2ccccc2N/C1=N\S(=O)(=O)c1ccccc1OC | 3 | 4 | -2.2 | 1.0 | 0
19 | CS(=O)(=O)Cc1cc(N2CCCC2)nc(-c2ccccc2)n1 | -6 | -4 | -3.9 | -1.3 | 1
20 | CCN(CC)c1ccc(CN(C(=O)c2cccs2)C2CCS(=O)(=O)C2)cc1 (stereo not given) | 3 | 0 | 0.9 | 2.1 | -10
21 | O=C(CNS(=O)(=O)c1ccc(F)cc1)N1CCOCC1 | 1 | -7 | -0.1 | -0.9 | 3
22 | CCOP(=O)(c1ccc(N(C)C)cc1)C(O)c1ccccc1F (stereo not given) | 1 | 6 | . | -2.8 | -3
23 | COc1ccccc1NC(=S)N(Cc1ccco1)Cc1cc2ccc(C)c(C)c2[nH]c1=O | 5 | 4 | -4.3 | -1.5 | -11
24 | Cc1ccc(CSCC(=O)N(C)CC(=O)Nc2ccc(Cl)c(Cl)c2)cc1 | -2 | 0 | -2.8 | -0.9 | -6

no. | MazF activator | GDH-TPI counter | BoNT F protease | BioA inh
17 | 4 | -7 | -7 | -2.4
18 | -10 | 16 | -5 | 0.8
19 | 1 | -4 | -9 | 2.8
20 | -17 | 3 | -4 | .
21 | 1 | 4 | 9 | .
22 | -3 | 7 | -16 | 1.9
23 | -10 | 7 | -3 | -2.7
24 | -4 | 2 | 5 | 0.1

Next part:
no. | structure | Mtb FBA inh | PrPC surface inh | FadD28 FP inh | UGM FP inh | Rv3671c inh
25 | Cc1c(CC(=O)O)c(=O)oc2cc(OCc3ccc(F)cc3Cl)ccc12 | 167* | 2 | -2.9 | 3.7 | 0
26 | CCOc1ccc(OCC)c(NC(=O)C2CCN(c3cnccn3)CC2)c1 | 1 | -3 | -4.4 | 1.7 | -4
27 | Cc1ccccc1N/C(SCc1ccc(Cl)cc1)=C(/C#N)C(=O)NCc1ccco1 | 2 | 3 | -1.7 | -1.2 | -15
28 | Cc1cc(=O)oc2ccc(OCC(=O)N(Cc3ccc(F)cc3)Cc3ccco3)cc12 | 8 | 5 | -5.1 | 1.3 | -5
29 | C=CCn1c(C)cc(C(=O)COC(=O)c2cncc(Br)c2)c1C | -1 | -4 | -4.7 | 0.7 | 0
30 | C=CCn1c(O)c(C=NCCCOc2ccc(CC)cc2)c(=O)[nH]c1=S | -1 | -2 | -1.5 | 1.4 | -61
31 | COc1cccc(NC(=O)CN(C)C(C)C(=O)Nc2cc([N+](=O)[O-])ccc2Cl)c1 (stereo not given) | -1 | -15 | -2.6 | 0.0 | 3
32 | COc1ccc(N(CC(=O)NCc2cccnc2)S(=O)(=O)c2ccccc2[N+](=O)[O-])c(OC)c1 | 2 | -2 | -2.6 | 0.4 | 9

no. | MazF activator | GDH-TPI counter | BoNT F protease | BioA inh
25 | 0 | 12 | ? | -0.7
26 | 3 | 2 | 2 | 0.9
27 | -3 | 4 | 2 | 1.4
28 | 2 | 10 | 10 | -1.2
29 | 9 | -1 | -5 | -6.6
30 | 46 | 22 | 3 | -1.8
31 | 0 | -4 | -9 | .
32 | 8 | 1 | -3 | .

Continued.
no. | structure | Mtb FBA inh | PrPC surface inh | FadD28 FP inh | UGM FP inh | Rv3671c inh
33 | COc1cccc(C(O)CC(N)=O)c1 (stereo not given) | 10 | -1 | 1.0 | -0.4 | 3
34 | CCN1CCCC1CNC(=O)C(=O)Nc1ccc(OC)cc1 (stereo not given) | 4 | -1 | 0.8 | -0.1 | 6
35 | OC(COc1ccccc1)CN1CCOCC1 (stereo not given) | 1 | 1 | 0.0 | -0.5 | -6
36 | COC(=O)C1CSC(c2ccc(Cl)cc2)N1C(=O)c1ccccc1 (stereo not given) | 0 | -13 | -5.0 | -1.5 | -1
37 | CN1c2ccccc2C(=O)/C(=C\Nc2ccc(F)cc2F)S1(=O)=O | 1 | -2 | -2.9 | -0.3 | -1
38 | CC(Oc1ccc(Cl)cc1Cl)C(=O)Nc1cccc(O)c1 (stereo not given) | -1 | -7 | -4.2 | 1.1 | 1
39 | Cc1nc[nH]c(=O)c1Br | 2 | -6 | 0.0 | -0.1 | 1
40 | Cc1ccc(-c2ccc3c(c2)O[C@H](CN(C)C(=O)Nc2ccc(C(F)(F)F)cc2)[C@H](C)CN([C@H](C)CO)S3(=O)=O)cc1 | -2 | -3 | -3.7 | . | .

no. | MazF activator | GDH-TPI counter | BoNT F protease | BioA inh
33 | -1 | 9 | 14 | -0.5
34 | -3 | 8 | 3 | -2.0
35 | -2 | 1 | -3 | 1.0
36 | -6 | -2 | -2 | -2.1
37 | -10 | -1 | ? | 5.8
38 | -4 | 7 | -2 | -23
39 | 4 | -41 | -1 | .
40 | . | . | -14 | -3.2&-0.4

Next results:
no. | structure | Mtb FBA inh | PrPC surface inh | FadD28 FP inh | UGM FP inh | Rv3671c inh
41 | O=C1CC(c2cccc([N+](=O)[O-])c2)c2cc3c(cc2N1)CCC3 (stereo not given) | 1 | 12 | -2.6 | 1.0 | -1
42 | O=C1CSC(=Nc2cccc([N+](=O)[O-])c2)N1 | 3 | -9 | -0.5 | 6.1 | 2
43 | CN(C)C(Cc1ccccc1)C(=O)c1c[nH]c2ccccc12 (stereo not given) | 0 | -2 | -0.6 | -2.7 | 2
44 | COc1ccc(-c2cc(=O)oc3cc(OCC(=O)N[C@@H](Cc4c[nH]c5ccccc45)C(=O)O)ccc23)cc1 | 7 | -8 | -5.2 | -1.1 | -3
45 | C1CC2OC2CC1C1CO1 (stereo not given) | 1 | 2 | -1.7 | 0.6 | -4
46 | Cc1ccc(-c2c(C(=O)N/N=C/c3ccoc3)nnn2-c2nonc2N)cc1 | -1 | -5 | -2.5 | 0.6 | -6
47 | O=C(CSc1nnc(NC(=O)C2CCC2)s1)Nc1ccc(N2CCOCC2)cc1 | 2 | -2 | -1.2 | 1.3 | 2
48 | CCCS(=O)(=O)NC(=O)C1(C)CCCN(C(=O)c2ccc(F)c(Cl)c2)C1 (stereo not given) | -1 | -4 | 0.7 | . | .

no. | MazF activator | GDH-TPI counter | BoNT F protease | BioA inh
41 | 2 | 4 | -4 | 1.5
42 | 4 | 5 | 30 | -1.2
43 | -17 | 12 | -11 | -7.5
44 | -8 | 32* | -8 | 3.1
45 | 4 | 2 | 4 | -0.1
46 | -5 | 3 | -10 | -0.9
47 | 9 | -6 | -2 | 2.1
48 | . | -10 | 0 | 0.4

Compounds from the list above containing bromine (five):
no. | structure | Mtb FBA inh | PrPC surface inh | FadD28 FP inh | UGM FP inh | Rv3671c inh
2 | CN(CCNC(=O)c1ccc(CS(=O)(=O)c2ccc(Br)cc2)o1)CCc1ccccc1 | -4 | -10 | -3.4 | 0.6 | -2
5 | Cc1cc(Br)cc2c1NC(=O)C2(O)CC(=O)c1ccco1 (stereo not given) | -2 | 4 | -3.1 | -1.5 | 8
11 | Cc1cc(=O)cc(C)n1-c1ccccc1Br | 0 | 1 | -1.8 | 2.3 | -3
29 | C=CCn1c(C)cc(C(=O)COC(=O)c2cncc(Br)c2)c1C | -1 | -4 | -4.7 | 0.7 | 0
39 | Cc1nc[nH]c(=O)c1Br | 2 | -6 | 0.0 | -0.1 | 1

no. | MazF activator | GDH-TPI counter | BoNT F protease | BioA inh
2 | 1 | 0 | . | 3.1
5 | -4 | -2 | -3 | .
11 | 11 | -7 | -9 | -0.3
29 | 9 | -1 | -5 | -6.6
39 | 4 | -41 | -1 | .

New compounds follow
no. | structure | Mtb FBA inh | PrPC surface inh | FadD28 FP inh | UGM FP inh | Rv3671c inh
49 | COc1ccc(NC(=S)NCCCCCC(=O)C[N+](=O)[O-])cc1 | -2 | 5 | 0.7 | -2.2 | -11
50 | CSc1nnc(-c2ccccc2N=Cc2c(C)[nH]n(-c3ccccc3)c2=O)c(=O)[nH]1 | -2 | 2 | -2.9 | -1.4 | -3
51 | COc1ccc(C(=O)OCC(=O)Nc2cc(C)on2)c(OC)c1OC | 0 | -5 | -1.5 | 0.6 | 7
52 | COc1ccc(CNC(=O)CCSc2nc(-c3ccc4c(c3)OCO4)cc(C(F)(F)F)n2)cc1 | 2 | -1 | -2.9 | 1.9 | -6
53 | O=C(CSc1nnc(-c2ccc(Cl)cc2)n1-c1ccccc1)N/N=C/c1ccccc1C(=O)O | -3 | 8 | -0.8 | 2.8 | 8
54 | CCSc1nnc(NC(=O)C2C3C=CC(C3)C2C(=O)O)s1 (stereo not given) | -2 | 7 | -1.0 | -0.6 | 0
55 | Nc1ccccc1-c1nnn(CC(=O)Nc2ccc3c(c2)OCCO3)n1 | 1 | -1 | 0.3 | -0.9 | 4
56 | CC1CCc2sc(C(=O)NCC(c3ccco3)N3CCCCC3)cc2C1 (stereo not given) | 0 | 11 | 0.1 | 6.7 | -13

no. | MazF activator | GDH-TPI counter | BoNT F protease | BioA inh
49 | 1 | 11 | -6 | .
50 | -5 | 24 | 2 | 4.8
51 | -1 | -1 | 1 | .
52 | 3 | 5 | 5 | -0.4
53 | -6 | 0 | 41* | 1.6
54 | 2 | 2 | 2 | -0.9
55 | -17 | -12 | -2 | -0.3
56 | 3 | 4 | 5 | -2.7
